PRMT1 FP inh – PRMT1 (human) inhibition, primary screen. Q99873. recombinant PRMT1, activity-based probe fluorescence polarization. inhibition, % at 2.79 µM. actives 1.3% (n = 370,000). AID 652257;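 active = inhibition above about 21% made by adding two undisclosed values, limit read from the data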
Target sequence (Q99873 whole entry, looked up): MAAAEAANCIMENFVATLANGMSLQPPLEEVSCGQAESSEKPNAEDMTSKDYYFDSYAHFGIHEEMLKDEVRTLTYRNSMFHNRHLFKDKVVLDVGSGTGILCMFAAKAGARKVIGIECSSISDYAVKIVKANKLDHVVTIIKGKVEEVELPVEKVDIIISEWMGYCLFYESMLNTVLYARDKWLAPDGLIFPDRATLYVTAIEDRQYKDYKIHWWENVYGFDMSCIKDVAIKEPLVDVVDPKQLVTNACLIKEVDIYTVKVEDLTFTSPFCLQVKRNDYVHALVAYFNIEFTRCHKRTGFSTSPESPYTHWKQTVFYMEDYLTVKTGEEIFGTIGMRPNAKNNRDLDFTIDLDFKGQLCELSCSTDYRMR
TDP2 absorb – blocks human TDP2 phosphodiesterase activity; inhibition, % at 12.8 µM; actives 0.34% (n = 370,000); O95551; recombinant TDP2, T5PNP hydrolysis, p-nitrophenol absorbance 415 nm; AID 720702;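 active = inhibition above the mean of all tested compounds plus 3 SD, set per campaign, cut at about 25% in these data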;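 note: 0% = DMSO with enzyme and 100% = buffer with substrate but no TDP2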
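Assay system: recombinant human TDP2 / Reagent: T5PNP substrate at 5 mM, a TopII-DNA adduct mimic / Measured by: epi absorbance from released p-nitrophenol / Evaluation: % inhibition relative to enzyme-containing and enzyme-free wells / Control set: enzyme-free and DMSO wells / Replicates: each compound tested once, singlicate / Schedule: enzyme reaction with compound for 2 h at 37 °C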
SIAE inh – human SIAE inhibition, primary screen. Q9HAT2. inhibition, % at 9.66 µM. actives 0.69% (n = 370,000). SIAE FP-Rh probe binding, fluorescence polarization;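 active = inhibition above a cutoff: mean of compounds within the control limits plus 3 SD of those, cut at about 17% in these data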;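 note: 0% = plate median of compound wells and 100% = probe without SIAE protein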
Target sequence (Q9HAT2 whole entry, looked up): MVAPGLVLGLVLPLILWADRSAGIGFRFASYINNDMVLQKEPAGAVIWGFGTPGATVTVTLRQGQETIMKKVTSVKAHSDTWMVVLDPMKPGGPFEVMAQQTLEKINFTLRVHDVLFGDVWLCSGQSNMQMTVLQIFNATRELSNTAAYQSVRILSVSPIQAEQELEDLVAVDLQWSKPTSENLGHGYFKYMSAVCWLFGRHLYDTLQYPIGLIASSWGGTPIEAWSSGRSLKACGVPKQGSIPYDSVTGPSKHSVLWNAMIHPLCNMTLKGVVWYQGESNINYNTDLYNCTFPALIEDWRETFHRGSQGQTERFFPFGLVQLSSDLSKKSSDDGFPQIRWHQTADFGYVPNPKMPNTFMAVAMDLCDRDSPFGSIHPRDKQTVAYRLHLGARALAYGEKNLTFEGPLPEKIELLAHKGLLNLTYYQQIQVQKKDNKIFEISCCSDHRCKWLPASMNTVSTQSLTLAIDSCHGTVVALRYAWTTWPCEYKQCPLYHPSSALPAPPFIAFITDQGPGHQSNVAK
rCAG RNA binder – binds r(CAG) RNA repeats; r(CAG) RNA repeat, TO-PRO-1 dye displacement fluorescence; inhibition, % at 3 µM; actives 1.3% (n = 370,000); AID 651821;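 active = inhibition above the plate cutoff, the mean of all test compounds on that plate plus 3 SD, cut at about 35% in these data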;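 note: 0% = DMSO alone and 100% = 100 µM mitoxantrone as full dye displacement; higher means more dye released from RNA so lower well fluorescence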
HTRA1 inh – blocks human HTRA1 serine peptidase. recombinant HTRA1, FP-rhodamine activity-based probe, fluorescence polarization. inhibition, % at 5.96 µM. actives 0.5% (n = 340,000). AID 504803; in the data active = inhibition above about 36%;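 note: 0% = enzyme with DMSO and 100% = wells lacking enzyme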
PG9 binder – PG9 antibody binding by small molecule; inhibition, % at 6.7 µM; actives 0.43% (n = 360,000); AID 624416; TR-FRET gp120-PG9 antibody binding; in the data active = inhibition above about 8.5%
LEDGF integ inh – blocks HIV-1 LEDGF/p75-dependent DNA integration; TR-FRET IN-LEDGF/p75 DNA integration, Eu/Cy5; inhibition, % at 3.7 µM; actives 0.64% (n = 370,000);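 active = inhibition above the screen-wide mean plus 3 SD, cut at about 13% in these data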;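 note: signal is the Cy5 over europium emission ratio at 671 and 618 nm; 0% = plate median of compound wells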
NR1D1 modulator – Rev-erb alpha (human) modulation; actives 0.79% (n = 370,000); P20393; Rev-erbα–FITC-DNA binding, fluorescence polarization, 90 min; AID 1259318; activity, % at 10 µM;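 active = activity above about 14%, limit read from the data; passing the limit was not always enough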;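 note: 0% = DMSO wells with 35 nM protein and 100% = DMSO wells with 750 nM protein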
TCR-CD3 inh – blocks the human TCR-CD3 interaction; TAMRA-labeled TCR probe fluorescence, biochemical; inhibition, % at 9.4 µM; actives 0.37% (n = 360,000); AID 651800; in the data active = inhibition above about 19%;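 note: recombinant mutant TCR 2C K166C tagged with TAMRA read by polarization; 0% = receptor in buffer alone and 100% = receptor with positive control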
ABHD4 inh – inhibitors of mouse ABHD4; Q8VD66; purified mABHD4, FP-Rh probe fluorescence polarization; inhibition, % at 8.92 µM; actives 0.54% (n = 370,000);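 active = inhibition exceeding the mean over every tested compound plus 3 SD, cut at about 30% in these data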;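 note: 0% = plate median of compound wells and 100% = S159A mutant with DMSO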
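Assay system: mABHD4 protein; medium: HEPES pH 7.0, NaCl, Pluronic buffer; dosing: 8.92 µM, single dose; schedule: 45 min + 60 min at 25 °C; signal: FP readout, ex 525 nm / em 598 nm; read-out: normalized percent inhibition of probe labeling; repeats: single replicate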
Active calls of the source: *; . = not tested or not shown; & = joins results of further samples.

SMILES	PRMT1 FP inh	TDP2 absorb	SIAE inh	rCAG RNA binder	HTRA1 inh	PG9 binder	LEDGF integ inh	NR1D1 modulator	TCR-CD3 inh	ABHD4 inh
FC(F)(F)c1cccc(N/N=C/c2ccccc2)c1	4	-1	-1	2	-9	-3.1	0	4	7	-6
OC[C@H]1O[C@H](c2nc(-c3nc(-c4cccs4)no3)cs2)C[C@@H]1O	2	1	3	1	.	0.6	2	1	7	1
OCCN(Cc1ccccc1)Cc1ccc(Cl)cc1	4	4	-4	-10	1	-0.5	-3	0	-6	8
Cc1ccc2cc3cc(C(=O)NCCC(C)C)oc3nc2c1	4	1	1	-1	-5	-0.5	1	9	-8	1
Cc1[nH]nc2c1C1(CCC3(CC1)OCCO3)C(C#N)=C(N)O2	-3	11	9	-1	-6	-0.8	-3	5	5	5
Cc1cccc(N2CC(C(=O)Nc3ccc(N4CCOCC4)cc3)CC2=O)c1C (stereo not given)	-3	12	1	5	2	-1.0	-1	-3	1	6
COC(=O)c1ccc(CN2CCN(Cc3ccccc3)C(CCO)C2)cc1 (stereo not given)	-3	4	1	-7	2	-1.0	0	1	8	-1
Cc1cc([N+](=O)[O-])nn1Cc1c(F)c(F)c(F)c(F)c1F	-2	4	4	-1	-4	-2.5	-2	2	3	0
CCCCC(=O)NC(c1ccco1)c1c(O)ccc2ccccc12 (stereo not given)	1	-1	5	7	-13	0.8	-1	-5	7	-11
CCOC(=O)N1CCN(C(=O)c2ccc3c(c2)N=C(C)c2cc(Cl)ccc2S3)CC1	-2	17	7	0	-10	-1.2	-1	-1	7	4
Cc1ccc(S(=O)(=O)C2(C(=O)Nc3ccc(F)cc3)CC2)cc1	-1	6	-3	1	1	-0.8	0	-3	-1	-1
CC(=O)N1CCN(c2ccc(S(=O)(=O)N3CCOCC3)cc2[N+](=O)[O-])CC1	-2	-14	1	3	5	-0.2	7	-4	-12	-2
CCC(C(=O)Nc1cccc(C(F)(F)F)c1)c1ccccc1 (stereo not given)	1	-3	-7	-2	-32	2.4	0	0	10	-25
O=C(CSc1ncc(-c2ccccc2)n1CC1CCCO1)N1CCCCC1 (stereo not given)	-1	2	1	-6	5	-0.7	-3	3	11	-2
O=C1c2ccccc2C(=O)C1c1ccccc1	-2	5	-3	3	2	-0.6	2	-1&-2	4	-6
Nc1ccc(C(=O)NCC2(c3ccccc3)CCCC2)cc1	0	1	2	-3	-2	-1.0	3	-3	6	4
O=C(c1ccc(F)cc1)C1CCN(C(=S)NCC2CCCO2)CC1 (stereo not given)	3	5	4	-6	-5	-1.4	-1	3	-6	2
CC(C)(C)c1ccc(C(=O)N2CCCN(c3ccc([N+](=O)[O-])cn3)CC2)cc1	3	-10	5	-6	-7	1.5	-3	-5	0	2
CN(Cc1nc(Cc2cccc(F)c2)no1)CC1COCCO1 (stereo not given)	-4	1	12	-5	2	-1.7	1	3	7	4
Cc1ccc(-c2ccc(S(=O)(=O)N3CCCC3)cc2)cc1	6	-9	-3	-1	-6	1.4	-1	-3	-2	-14
COc1cc(/C=N/NC(=O)CCN2CCN(Cc3ccccc3)CC2)cc(OC)c1OC	-4	4	2	-7	-3	-0.4	0	-3	2	-2
COc1ccc(NS(=O)(=O)c2cc(NC(=O)c3cnccn3)ccc2N2CCCC2)cc1	0	-3	-4	0	-1	-0.8	-2	-4	9	4
Cc1ccc(C(C#N)=Cc2ccc3c(c2)OCO3)cc1	-4	4	-11	2	-17	-0.9	-2	-3	-5	-6
NC(=O)c1sc(=S)n(-c2ccc(Br)cc2)c1N	10	11	1	2	6	0.8	-3	-4	3	6
COC(=O)c1ccc(CSc2nnc(-c3c[nH]c4ccccc34)n2C)o1	-2	-5	1	3	-7	0.9	-5	-2	10	-6
Cc1ccc(NC(=O)CCOc2ccccc2)cc1	1	15	-5	2	-19	-1.0	-1	-4	1	-4
Cc1cc(C)n(C(=O)c2ccccc2[N+](=O)[O-])n1	-5	-12	-4	4	-1	-2.8	6	2	-3	-7
O=C(Nc1ccc2ncccc2c1)c1cc(-c2ccc(Cl)cc2)nc2ccccc12	-2	-8	0	9	.	.	0	8	.	0
CS(=O)(=O)c1ccccc1C(=O)NCCC(c1ccccc1)c1ccccc1	2	-6	3	-4	-9	-0.8	-2	-2	1	-6
CCOc1cc(C(N)=O)cc(Cl)c1OCC	-3	3	17*	-3	0	1.2	-3	0	0	-2
COc1ccc(CCNC(=O)c2ccc3nc[nH]c3c2)cc1	0	9	11	0	2	-1.6	1	3	6	11
CC1CN(C(=O)COc2ccc3ccccc3c2Br)CC(C)O1 (stereo not given)	-2	8	1	-5	14	-1.3	2	1	9	-3
COc1ccc(NC(=O)C(C2CC2)n2c(=O)c(-c3cc4ccccc4[nH]3)nc3ccccc32)cc1 (stereo not given)	6	-6	-24	17	.	-2.4	0	3	-2	-40
COc1ccccc1OCC(=O)OCC(=O)Nc1ncc(Cl)cc1Cl	7	0	-2	-4	0	0.8	4	2	-5	2
CO/N=C(\CCC(=O)O)c1cccs1	-6	3	4	4	4	-2.2	-5	1	3	-7
Cn1c(=O)c2ccccc2n(Cc2ccccc2Cl)c1=O	-1	-6	0	-1	-4	-3.5	1	5	3	1
Cc1ccc(NC(=O)COc2ccc(-n3cnnn3)cc2)cc1C	0	5	2	2	0	3.2	2	-1	-2	1
COCCn1c(-c2ccc(Cl)cc2)cnc1SCC(=O)NCc1cccs1	2	1	2	-8	-6	-0.4	0	0	0	-13
CCn1c(=S)[nH]c2nc3c(cc2c1=O)CCCC3	-3	1	2	2	7	22*	2	17	3	-1
O=C(COC(=O)C1CCN(C(=O)c2ccc(Cl)cc2)CC1)Nc1ccccc1F	1	-3	4	3	2	0.6	1	1	-13	-6
COC(=O)c1c(-c2ccccc2)noc1-c1ccccc1	0	-5	2	-2	.	0.3	4	6	-3	-2
CC1CC(C)(C)NC(=S)N1CCC(=O)N1CCN(Cc2ccccc2)CC1 (stereo not given)	1	1	-1	-9	12	2.2	6	-7	4	4
CC(C)C#Cc1ccc2c(c1)O[C@@H](CN(C)S(=O)(=O)c1cn(C)cn1)[C@@H](C)CN([C@H](C)CO)S2(=O)=O	-4	-6	1	1	-8	0.6	4	-1	0	-3
COc1cccc(NC(=O)c2ccc3c(c2)OCCO3)c1	0	18	2	-1	-7	0.0	-2	0	0	-2
CCOc1ccc(NC(=O)CSc2nc(NS(=O)(=O)c3ccc(C)cc3)cc(=O)[nH]2)cc1	2	3	-28	9	-6	-2.3	9	6	-1	-15
CCCCN(CCCC)c1nc2ccccc2nc1C(C#N)C(=O)NCCCOC (stereo not given)	-2	4	1	0	2	1.0	-1	69*	0	-3
COC(=O)c1ccccc1NC(=O)Cn1c(=O)n(CCC(=O)NC2CCN(Cc3ccccc3)CC2)c(=O)c2ccccc21	-2	-15	3	6	-1	1.4	2	-7	0	-4
COc1ccc(NC(=O)CN(C)C(=O)c2cccc(S(=O)(=O)N3CCN(c4ccc(F)cc4)CC3)c2)cc1	6	-2	13	11	-4	1.5	5	3	-4	-13
CN1CCN(S(=O)(=O)c2ccc(NC(=O)c3ccccc3F)cc2)CC1	-2	25*	6	-2	0	-0.9	-2	7	4	6
Clc1cccc(Cl)c1Cn1nnc(-c2cccs2)n1	0	-2	4	0	-3	-1.4	6	-1	-2	-5
O=C(CSc1nc2ccccc2c(=O)[nH]1)c1ccc(O)c(O)c1	23*	-9	1	13	43*	-0.5	10	-13	32*	34*
COc1ccc(C2(C)CC(=O)NC2=O)cc1 (stereo not given)	0	-4	14	0	3	0.2	6	1	-1	-8
O=C(CNC(=S)N(Cc1ccccc1)Cc1ccccc1F)NCc1ccccc1	4	-16	-12	-5	-30	0.2	-1	-2	1	6
CC(C)NC(=O)N(C)C[C@H]1Oc2ccc(NC(=O)Cn3cnnn3)cc2C(=O)N([C@H](C)CO)C[C@@H]1C	-6	-14	3	2	14	0.9	2	-1	4	0
O=C(c1cc(-c2cccs2)on1)N1CCOCC1	-2	12	-4	1	-3	-1.5	-1	3	4	-5
CC1CN(C2CCN(S(=O)(=O)c3ccc(F)cc3)CC2)CC(C)O1 (stereo not given)	-1	-9	0	-2	7	1.8	-2	-6	4	1
CCOc1ccccc1N1CCN(Cc2ccc(Br)s2)CC1	-1	-2	0	-6	0	-1.7	4	0	-1	15
Cc1ccc(NC(=O)COC(=O)CCc2ccc(S(=O)(=O)N3CCOCC3)cc2)cc1C	5	-5	0	1	-9	-1.8	-9	-4	-3	-6
O=C(NCc1n[nH]c(=S)n1-c1ccc(F)cc1)c1ccc(S(=O)(=O)N2CCOCC2)cc1	-1	10	11	0	1	0.1	-2	3	3	-1
COc1ccc(C2SCC(=O)N2CC23CC4CC(CC(C4)C2)C3)cc1 (stereo not given)	-4	-10	-3	-5	-1	-0.6	-2	9	1	0

Of the compounds above, four have a nitro group on carbon:
SMILES	PRMT1 FP inh	TDP2 absorb	SIAE inh	rCAG RNA binder	HTRA1 inh	PG9 binder	LEDGF integ inh	NR1D1 modulator	TCR-CD3 inh	ABHD4 inh
Cc1cc([N+](=O)[O-])nn1Cc1c(F)c(F)c(F)c(F)c1F	-2	4	4	-1	-4	-2.5	-2	2	3	0
CC(=O)N1CCN(c2ccc(S(=O)(=O)N3CCOCC3)cc2[N+](=O)[O-])CC1	-2	-14	1	3	5	-0.2	7	-4	-12	-2
CC(C)(C)c1ccc(C(=O)N2CCCN(c3ccc([N+](=O)[O-])cn3)CC2)cc1	3	-10	5	-6	-7	1.5	-3	-5	0	2
Cc1cc(C)n(C(=O)c2ccccc2[N+](=O)[O-])n1	-5	-12	-4	4	-1	-2.8	6	2	-3	-7

Following part.
SMILES	PRMT1 FP inh	TDP2 absorb	SIAE inh	rCAG RNA binder	HTRA1 inh	PG9 binder	LEDGF integ inh	NR1D1 modulator	TCR-CD3 inh	ABHD4 inh
O=C(Nc1cccc(Cl)c1)Nc1cc(S(=O)(=O)N2CCOCC2)ccc1N1CCCC1	-1	2	-1	6	-7	-1.6	-1	-2	2	-6
Cc1ccc(CSC2=Nc3ccccc3C3=NC(=O)CN23)cc1	6	5	-11	7	-33	1.5	-4	-2	2	-2
O=C(Cc1sc(-c2ccccc2)nc1-c1ccccc1)Nc1ccccc1	1	-4	-22	5	-10	1.9	-1	3	2	-6
CC(C)n1c(Sc2nccn2C)nc2c1c(=O)n(C)c(=O)n2C	-2	6	-4	-5	0	-0.9	-3	3	-2	4
COCCCN1C(=O)C(CC(=O)NCc2cccs2)CC(C(=O)N(C(C)C)C(C)C)=C1C (stereo not given)	-1	8	0	0	.	0.0	2	-3	-4	-1
Cc1ccc(-c2ccc([C@H]3[C@@H]4C=CCC[C@@]4(C)C(=O)N3Cc3ccccc3)c(F)c2)cc1	0	0	-6	5	-71	-0.9	0	-1	7	0
Cc1onc(-c2ccccc2)c1C(=O)Nc1ncc([N+](=O)[O-])s1	-2	-14	-4	11	-3	0.0	-1	-2	-1	-1

Some of the compounds tested. The share of hits here may be higher or lower than overall.
